RGS12 GoLoco inh: blocks human Gai1 binding to RGS12 GoLoco peptide, red readout; Potency, µM (doses to about 61.6 µM), inactives show top-dose activity, negative = inhibition, hits mostly inhibitors; P63096; hit rate 0.44% among 230,000; Gai1:RGS12 GoLoco peptide FP, rhodamine, 10 min; active = well fitted inhibition curve with a large enough effect, not every such curve was filed as active; inactive = no such curve, though single readings can be large or run the other way; note: % is set by controls: 0 for no effect and ±100 for the full control effect; nearly all actives have a fitted effect of over 30% in size; many of its hits are not listed in these tables
GAA inhib: alpha-glucosidase (human) inhibition; hit rate 0.005% among 200,000; Potency, µM (series often up to 76.9 µM), without a hit: at the highest dose activity change, negative = inhibition, hits mostly inhibitors; purified human GAA, 4-MU-alpha-glucoside fluorescence;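 note: plate controls were uninhibited enzyme wells for no effect and no-enzyme background for full effect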
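Human enzyme at 4 nM with 400 uM 4-methylumbelliferyl-alpha-D-pyranoside, citrate/phosphate buffer pH 5.0, 0.005% Tween-20, 20 min at room temperature. Compounds up to 77 uM. 4-MU fluorescence (Ex 365/Em 440) read after NaOH/glycine stop; AC50 from Hill fit.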
KDM4E inh: inhibitors of human JMJD2E histone demethylase; JMJD2E catalytic domain, FDH-coupled NADH fluorescence (FDH is formaldehyde dehydrogenase); Potency, µM (titrated, usually from 57.1 µM), without a hit: at the top dose activity change, negative = inhibition, most hits filed as inhibitors; AID 2147; hit rate 1.6% among 230,000; active = well fitted inhibition curve with a large enough effect, not every such curve was filed as active; inconclusive = small, poorly fitted or top-dose-only effect, or another doubt; inactive = no such curve, though single readings can be large or run the other way;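 note: 0% = wells with enzyme and -100% = buffer wells without enzyme; nearly all actives have a fitted effect of over 50% in size; many of its hits are not listed in these tables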
Target sequence (B2RXH2 1-337 limits assumed): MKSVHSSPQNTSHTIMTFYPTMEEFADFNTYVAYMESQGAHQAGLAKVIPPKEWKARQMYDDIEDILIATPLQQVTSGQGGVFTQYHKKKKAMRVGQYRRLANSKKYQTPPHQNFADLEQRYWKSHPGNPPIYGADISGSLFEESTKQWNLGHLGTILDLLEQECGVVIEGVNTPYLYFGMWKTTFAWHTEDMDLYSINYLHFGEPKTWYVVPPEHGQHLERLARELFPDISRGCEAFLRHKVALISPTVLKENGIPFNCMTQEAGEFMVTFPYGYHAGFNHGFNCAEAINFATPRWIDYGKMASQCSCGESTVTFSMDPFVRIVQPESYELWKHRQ
ALDH1A1 block: ALDH1A1 (human) enzyme inhibition; P00352; Purified ALDH1A1, NADH fluorescence, propionaldehyde substrate; Potency, µM (titrated, usually from 75.3 µM), without a hit: at the highest dose activity, negative = inhibition, usual class: inhibitors; hit rate 7.3% among 220,000; AID 1030; active = well fitted inhibition curve with a large enough effect, not every such curve was filed as active; inconclusive = small, poorly fitted or top-dose-only effect, or another doubt; inactive = no such curve, though single readings can be large or run the other way;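 note: plate controls were no enzyme wells and a reference inhibitor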
GAA glycogen mod: alters human alpha-glucosidase cleavage of glycogen; P10253; recombinant GAA, glycogen substrate, Amplex Red glucose oxidase fluorescence; Potency, µM (series often up to 76.4 µM), inactives show at the highest dose activity change, negative = inhibition, most hits filed as inhibitors; hit rate 0.38% among 300,000; AID 2100;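 note: 0% = full enzyme reaction and -100% = no-enzyme basal signal; the screen sought inhibitors and activators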
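Recombinant enzyme (4 nM final) with compounds titrated up to 77 uM and bovine liver glycogen (30 ug) in citrate pH 5.0, 0.01% Tween-20, 37 C 40 min. Released glucose detected by Amplex Red/glucose oxidase (Ex 573/Em 610); AC50 from Hill fits.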
GLA spleen mod: inhibits or activates alpha-galactosidase in human spleen homogenate. human spleen homogenate, 4MU-alpha-Gal fluorescence, 40 min. Potency, µM (doses to about 80 µM), inactives show at the highest dose activity change, negative = inhibition, hits mostly inhibitors. hit rate 0.008% among 240,000. AID 2107;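 note: 0% = enzyme with vehicle and -100% = no enzyme basal signal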
Target sequence (P06280 32-429 limits assumed): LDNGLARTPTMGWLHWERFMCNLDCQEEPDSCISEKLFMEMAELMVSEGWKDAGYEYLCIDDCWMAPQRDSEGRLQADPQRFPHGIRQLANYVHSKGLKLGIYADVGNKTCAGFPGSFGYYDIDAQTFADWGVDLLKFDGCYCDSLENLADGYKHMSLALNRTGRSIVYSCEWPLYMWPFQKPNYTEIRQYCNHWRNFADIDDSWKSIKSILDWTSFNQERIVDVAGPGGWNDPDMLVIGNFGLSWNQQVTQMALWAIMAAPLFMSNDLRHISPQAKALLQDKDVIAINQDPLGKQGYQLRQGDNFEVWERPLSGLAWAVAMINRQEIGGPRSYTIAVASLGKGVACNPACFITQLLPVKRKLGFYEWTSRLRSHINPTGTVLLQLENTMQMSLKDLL
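Human spleen homogenate (1 ug) was the enzyme source, with 4-methylumbelliferyl-alpha-D-galactopyranoside (1 mM final) in pH 5.0 citrate buffer with 0.01% Tween-20. Compounds were titrated; after 40 min at 37C, NaOH/glycine stop, 4-MU fluorescence read; AC50 from Hill fits.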
aGlu spleen mod: inhibitors or activators of human alpha-glucosidase in spleen homogenate; P10253; human spleen homogenate, 4-MU-alpha-glucoside fluorescence; Potency, µM (top dose mostly 79.9 µM), inactives show at the highest dose activity change, negative = inhibition, hits mostly inhibitors; hit rate 0.006% among 240,000;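 note: 0% = enzyme with vehicle and -100% = no enzyme basal signal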
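Compounds were titrated against alpha-glucosidase in spleen homogenate at pH 5.0, with 1 mM 4-methylumbelliferyl substrate for 40 min at 37 C. Reactions were quenched with pH 10 NaOH/glycine and fluorescence measured.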
SMN2 splice up: SMN2 splice variant enhancement; HEK293 SMN2-luciferase splicing reporter, luminescence, 30-36 h; Potency, µM (titrated, usually from 46.1 µM), for the others: top-dose activity change, positive = activation, actives largely listed as activators; hit rate 2.8% among 210,000; note: % of control where 0% means no effect; nearly all actives have a fitted effect of over 55% in size
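qHTS luciferase splicing reporter: luminescence rises when SMN2 exon 7 is included in transfected HEK293 cells. Compound exposure lasted 30-36 h at 37C, with 4.5 mM final sodium butyrate as control, followed by a ONE-Glo read.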
* = called active by the depositor; ? = inconclusive; / = not tested or not shown; & = joins results of further samples; [ ] = remark or other dose. Unless noted, calls come from the whole dose curve; as a rule, active = well fitted curve in the direction sought with a large enough effect; inconclusive = small, poorly fitted or top-dose-only effect, or another doubt; inactive = no such curve, though single readings can be large; an effect the other way counts as inactive or inconclusive. Potency is the fitted concentration of half-maximal effect.

RGS12 GoLoco inh | SMILES | GAA inhib | KDM4E inh | ALDH1A1 block | GAA glycogen mod | GLA spleen mod | aGlu spleen mod | SMN2 splice up
-3% | CCC(C)(C)NC(=O)CN(Cc1cccs1)C(=O)C(=O)Nc1ccc2c(c1)OCCO2 | -8% | 1% | ? | -1% | -1% | -2% | -14%
7% | C=CCNCCOc1c(C)cc(C)cc1Cl | -3% | -6% | 11% | -3% | 2% | 2% | -9%
5% | CCN(C(=O)CN1CCN(Cc2ccccc2)CC1)c1c(N)n(Cc2ccccc2)c(=O)[nH]c1=O | -7% | 4% | 0% | 3% | -14% | -13% | 28%
-49% | Cc1ccc(N2C(=O)CC(C3CCCO3)C2=O)cc1 (stereo unspecified) | 6% | 7% | 6% | 4% | -3% | -4% | -2%
2% | Cc1ccc(S(=O)(=O)C2C(=O)N(C)C3(C)CC2c2ccccc2O3)cc1 (stereo unspecified) | -1% | 8% | 18% | 7% | -5% | -17% | 8%
-13% | CCCOC1CCCN(C(=O)CCc2nnc(CCCCc3ccccc3)o2)C1 (stereo unspecified) | -4% | -3% | -2% | -5% | 7% | 5% | /
3% | CCCC(=O)Nc1ccc2c(c1)C(=O)NC2=O | -22% | ? | ? | 3% | -6% | -4% | 4%
-4% | Cc1ccc(C(=O)c2cc([N+](=O)[O-])ccc2N2CCCCC2)cc1C | 0% | 3% | -1% | -3% | -10% | -7% | -25%
-1% | CC1CCCN(CCOc2ccc3ccccc3c2Br)C1 (stereo unspecified) | -5% | ? | ? | 12% | 3% | 0% | -11%
6% | Cc1ccccc1N=C1SC(CC(=O)Nc2ccc3ccccc3c2)C(=O)N1Cc1ccccn1 (stereo unspecified) | 5% | -2% | 2% | 6% | 13% | 2% | ?
9% | Cc1ccc(S(=O)(=O)N2CCCCC2)cc1NC(=O)CCOc1ccccc1 | -10% | -1% | 7% | 18% | -4% | -2% | -23%
9% | CCCc1cc(C(=O)NNC(=S)NCc2ccccc2)cs1 | ? | 4% | -2% | -10% | 6% | -6% | -3%
16% | O=C(CN(c1ccc(Br)cc1)S(=O)(=O)c1ccc(Cl)c([N+](=O)[O-])c1)NCCc1ccccc1 | -3% | -2% | 13% | 13% | -2% | -3% | -15%
7% | Cc1c(N2C(=O)C3C4C=CC(C5CC45)C3C2=O)c(=O)n(-c2ccccc2)n1C (stereo unspecified) | / | 0% | / | 5% | 10% | 3% | /
10% | O=[N+]([O-])c1ccc(SCc2ccco2)cc1N1CCOCC1 | -4% | -6% | ? | -12% | 8% | 6% | 22%
0% | COc1cc(OC)cc(C(=O)Nn2cc(C(=O)N3CCN(C)CC3)c3ccccc3c2=O)c1 | 2% | 7% | -3% | 4% | 5% | 3% | 3%
42%[activator] | CC1(C)Cc2nc3oc4c(SCC(N)=O)ncnc4c3cc2CO1 | / | ? | / | 5% | 2% | 0% | /
0% | O=C1CCCN1c1nccs1 | -7% | 2% | -4% | -11% | -6% | -2% | 14%
3% | Cc1cc(C(=O)NCc2cccs2)n(-c2ccccc2)n1 | -5%[15.4 µM] | 3% | -3% | 8% | -7% | -1% | -13%
3% | Cc1c(Cl)cccc1N(CC(=O)O)S(C)(=O)=O | -3% | -3% | 6% | -4% | 1% | 1% | 20%
3% | CN(C)CCCNCCCNC(=O)/C(=N\O)c1ccccc1 | / | 31%[activator] | / | -7% | 1% | 4% | /
11% | O=C(NNC(=S)Nc1ccc(F)c(Cl)c1)C1CC1 | 13% | 1% | ? | ? | -1% | -4% | /
0% | FC(F)(F)c1cc(-c2cccs2)nc2cc(-c3cccs3)nn12 | / | ? | / | -1% | 3% | 2% | /
6% | COc1ccc(-c2cnnc(N/N=C/c3c(C)nn(-c4ccccc4)c3Cl)n2)cc1 | 8% | -4% | 3% | 8% | 5% | 2% | ?
-3% | COc1ccc(C2=NOC(C(=O)N3CCN(c4ccccc4OC)CC3)C2)cc1 (stereo unspecified) | 2% | -6% | 1% | 16% | -2% | -4% | -24%
9% | Cc1ccc(S(=O)(=O)N2CCC(C(=O)OCC(=O)N3CC(=O)Nc4ccccc43)CC2)cc1 | ? | 8% | 13µM* | -16% | 3% | -16% | -7%
-3% | Cc1nc2nc(C)c(CCC(=O)N3CCN(c4ccccn4)CC3)c(C)n2n1 | 4% | ? | -5% | 9% | 11% | 2% | -23%
0% | O=C(Nc1ccccc1C(=O)N1CCCC1)C1COc2ccccc2O1 (stereo unspecified) | 8% | 0% | -11% | -10% | -7% | -12% | 10%
-3% | O=C(Nc1nc2ccccc2s1)c1cc(-c2ccco2)nc2ccccc12 | -4% | ? | ? | 11% | -1% | -3% | 11%
1% | CCC(CC)C(=O)N1c2ccc(F)cc2CCC1C (stereo unspecified) | -8% | 11% | -4% | 5% | 12% | 2% | 2%
-7% | COc1ccc(OCCCC(=O)NC(C)c2ccccc2)cc1 (stereo unspecified) | ? | 6% | -4% | -2% | 0% | -9% | -6%
3% | CCO[C@@H]1OC(C(=O)NCc2ccccc2)=C[C@H](C)[C@H]1CCCO | / | 0% | 2% | 3% | 5% | 3% | /
-32% | CCC(C(=O)Nc1cc(C)nn1-c1nc(C)cc(C)n1)c1ccccc1 (stereo unspecified) | -2% | -6% | ? | 6% | -9% | -11% | /
10% | COc1ccc(C(C(=O)NC2CCCC2)N(C(=O)c2snc(-c3ccc(F)cc3)c2N)c2ccccc2)cc1 (stereo unspecified) | 5% | 2% | 0% | 2% | -3% | -1% | 5%
3% | Cc1cccc(C2CC(c3ccccc3)Nc3ncnn32)c1 (stereo unspecified) | -1%[15.4 µM] | 2% | 1% | -7% | 8% | 1% | 6%
-6% | CC(=O)C1C(c2cccc(Oc3ccccc3)c2)NC(=O)NC1(O)C(F)(F)F (stereo unspecified) | ? | 7% | ? | 2% | 6% | 1% | 9%
/ | O=C(Cn1nnc(-c2ccccc2NC(=O)C2CC2)n1)NC1CCCCC1 | 5% | 3% | 3% | 13% | -12% | -14% | /
10% | CC(OC(=O)c1cc2c(ccc3ccccc32)oc1=O)c1nc2ccccc2s1 (stereo unspecified) | ? | -3% | ? | 3% | 3% | -6% | 4%
1% | COc1ccc(C(=O)C2CCCN(Cc3ccc4nonc4c3)C2)cc1OC (stereo unspecified) | -8% | -11% | ? | 2% | 4% | -6% | /
15% | CCN(CC)CCNC(=O)c1c(C)n(-c2ccccc2)c2cc(Br)c(OC)cc12 | ? | -4% | 0.63µM* | -7% | 0% | -4% | -72%[inhibitor]
10% | Nc1nc2ccc(OC(F)(F)F)cc2s1 | ? | 7% | -5% | -2%&4% | -12% | -5% | ?
2% | O=C(Nc1cccc(F)c1)NC1CC2CCCC(C1)N2C1CC1 (stereo unspecified) | -13% | 0% | 16% | 4% | -5% | -11% | 15%
-38% | Nc1c(C(=O)N2CCCCC2)sc(=S)n1-c1ccccc1 | -23% | ? | 1.4µM* | -4% | 3% | -8% | -11%
-3% | Cc1cc2n(c1)CCn1c(C)ccc1-2 | -7% | ? | -8% | 6% | -6% | -12% | 5%
3% | COc1ccccc1N1CCN(C[C@@H](O)COc2cccc3ccccc23)CC1 | / | ? | ? | / | 6% | -15% | -20%[20.6 µM]
10% | COc1ccc(OC)c(NC(=O)C2CCCN(S(=O)(=O)c3cccc4nsnc34)C2)c1 (stereo unspecified) | 7% | -9% | 6% | -18% | -6% | -9% | -9%
8% | COc1ccc2nc(C)cc(SCC(=O)N/N=C/c3ccccc3)c2c1 | -5% | 7% | 3% | -11% | -4% | -3% | 3%
8% | C/C=C(/C)C(=O)Nc1cccc(C2=NOC3(C2)C[C@@H](C(N)=O)N(C(=O)CC)C3)c1 (stereo partly specified) | / | 11% | / | -6% | -5% | -5% | /
0% | O=c1cc(N2CCCCC2)c(-c2ccccc2)nn1Cc1ccc(F)cc1 | -15% | -11% | -4% | 0% | -4% | 4% | -17%
-3% | Cc1cccc(NC(=O)C23CCC(C)(C2Br)C3(C)C)c1 (stereo unspecified) | 3% | 1% | 11% | ? | 5% | -9% | -27%
5% | NCC1CCC(C(=O)O)CC1 (stereo unspecified) | / | 5% | 12% | / | 0% | -18% | 1%
19% | CC(C)N1CCc2c(sc(NC(=O)CCc3ccccc3)c2C(N)=O)C1 | -11% | 2% | ? | -2% | -6% | -15% | 1%
5% | CNC(=O)C12CCC(C)(c3nc4cc(C)c(C)cc4nc31)C2(C)C (stereo unspecified) | 2% | -1% | 5% | -6% | 8% | 3% | 20%
25% | CCc1ccc(NC(=O)CN(N=Nc2nonc2C)c2nonc2C)cc1 | -2% | 3% | 20% | -2% | 7% | 2% | /
9% | COc1ccccc1NS(=O)(=O)c1ccc(Cl)cc1 | -6% | 5% | -10% | -4% | 2% | -2% | 19%
-4% | Cc1nc(C(C)(C)O)n(-c2ccccc2)n1 | 3% | 3% | 4% | 9% | 5% | -1% | 10%
5% | COc1cc(CC(=O)OCC(=O)Nc2cc([N+](=O)[O-])ccc2Cl)cc(OC)c1OC | -3% | 0% | -9% | 0% | -8% | -2% | -7%
12% | COc1ccc(Cn2c(N)c(C#N)c3nc4ccccc4nc32)cc1OC | ? | ? | ? | 0% | ? | 14% | 3%
3% | COc1ccccc1Nc1nc(N)nc(CSc2nccc(C)n2)n1 | 0% | 6% | 2% | 3% | -26% | -7% | ?

Three entries picked at random from the list so far, as already listed:
RGS12 GoLoco inh | SMILES | GAA inhib | KDM4E inh | ALDH1A1 block | GAA glycogen mod | GLA spleen mod | aGlu spleen mod | SMN2 splice up
5% | COc1cc(CC(=O)OCC(=O)Nc2cc([N+](=O)[O-])ccc2Cl)cc(OC)c1OC | -3% | 0% | -9% | 0% | -8% | -2% | -7%
-3% | Cc1cc2n(c1)CCn1c(C)ccc1-2 | -7% | ? | -8% | 6% | -6% | -12% | 5%
0% | O=c1cc(N2CCCCC2)c(-c2ccccc2)nn1Cc1ccc(F)cc1 | -15% | -11% | -4% | 0% | -4% | 4% | -17%

Not all compounds are listed (hit frequency here may not be typical).
